KCNH2 3.1 inh: blocks the human KCNH2 3.1 channel isoform. U2OS KCNH2 3.1, thallium flux FluxOr; stronger effect = lower value. activity change, % (tested at about 1.8 µM). hit rate 0.95% among 340,000. AID 720553;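 active = maximum activity change below -70%; inconclusive = maximum activity change from -70% to -50%; inactive = maximum activity change above -50%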;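 also: thallium influx rate constant from kinetic fluorescence after stimulation buffer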
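FluxOr-based Tl+ influx in U2OS cells transduced with KCNH2 3.1 virus; rate constants normalized to DMSO controls.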
FBPA coupling cs: inhibits coupling enzyme system, counter-screen for aldolase hits. coupling enzyme system counterscreen, AmpLite Red fluorescence. activity change, negative = inhibition, % at 58.2 µM, hits read low. hit rate 0.67% among 290,000; in the data active = activity change below about -30%
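Fluorescence at 525 nm excitation and 598 nm emission measured inhibition of the coupled detection system without aldolase. Compounds (at 57.5 uM final) were preincubated 10 min at room temperature with coupling enzyme reagent before a 20 min substrate/AmpLite Red step.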
Eya2 inh: inhibitors of human Eya2 phosphatase activity; O00167; recombinant Eya2, OMFP fluorescence dephosphorylation (OMFP is methylfluorescein phosphate); Potency, µM (top dose mostly 76.9 µM), for inactives: at the highest dose activity, negative = inhibition, most hits filed as inhibitors; hit rate 0.006% among 330,000; also: potency is read from the fitted curve at half-maximal effect
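Eya2 protein (added as 0.2 uM solution) was preincubated with compound for 10 min at ambient temperature in 50 mM HEPES pH 7.5, 50 mM NaCl, 5 uM MgCl2, 0.05% BSA, 1 mM DTT. OMFP (added at 50 uM) then reacted 10 min; fluorescence read at 485/525 nm.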
hERG WT inh: inhibitors of human wildtype KCNH2 potassium channel; U2OS, BacMam KCNH2, thallium flux FluxOr; stronger effect = lower value; activity change, % at 1.84 µM; hit rate 0.37% among 340,000;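 active = maximum activity change below -70%; inconclusive = maximum activity change between -70% and -50%; inactive = maximum activity change above -50%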
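U2OS cells transduced with wild-type KCNH2 virus are loaded with FluxOr dye for 45 min, and thallium flux is measured in kinetic reads before and after stimulation buffer. Rate constants are normalized to DMSO controls.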
uPA surface inh: inhibitors of cell surface uPA generation; Potency, µM (top dose mostly 38.3 µM), without a hit: at the top dose activity change, negative = inhibition, most hits filed as inhibitors; cell surface uPA generation assay, qHTS; AID 540303; hit rate 0.31% among 330,000; active = well fitted inhibition curve with a large enough effect; inconclusive = small, poorly fitted or top-dose-only effect; inactive = no such curve, though single readings can be large or run the other way; tested in mouse RAW 264.7 cells; also: potency is read from the fitted curve at half-maximal effect; nearly all actives have a fitted effect of over 55% in size
B2AR arrestin: recruits beta-arrestin to the human beta2-adrenergic receptor; P07550; beta-arrestin recruitment to beta2AR, cell-based reporter; Potency, µM (top dose mostly 46.1 µM), inactives show at the top dose activation, usual class: activators; hit rate 0.02% among 330,000;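 also: potency is read from the fitted curve at half-maximal effect; 0% = DMSO controls and full agonism = EC100 isoproterenol or metaproterenol; nearly all actives have a fitted effect of over 65% in size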
BCR signal inh: blocks chronic active B-cell receptor signaling | hit rate 0.05% among 340,000 | AID 493014 | Potency, µM (top dose mostly 46.1 µM), for inactives: top-dose ratio change, negative = lower green/red ratio, hits mostly inhibitors | ABC-DLBCL IkBa-CBG/CBR reporter, luminescence ratio, 4 h; active = well fitted inhibition curve with a large enough effect in the signal ratio, with a control signal flat, not every such curve was filed as active; inconclusive = small, poorly fitted or top-dose-only effect, or effect the other way, or a change in a side signal; the % refers to the signal ratio;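 also: potency is read from the fitted curve at half-maximal effect; plate controls were basal doxycycline-induced cells for no effect and cells given 10 µM MG132 for full effect; MG132 reads +100%, hits lower the ratio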
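TMD8 human ABC-DLBCL cells with doxycycline-inducible IκBα–green luciferase fusion and unfused red luciferase, in 0.5% FBS medium; compounds up to 46 uM, 4 h at 37C. Green/red luminescence ratio, filter-overlap corrected, fitted to concentration-response curves.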
PKM2 activator: increases activity of human pyruvate kinase M2. Potency, µM (series often up to 57.5 µM), without a hit: at the highest dose activation, actives largely listed as activators. AID 1631. P14618. purified PKM2, Kinase-Glo ATP luminescence, activation; response scale: 0% is enzyme alone, no compound. hit rate 0.34% among 260,000; also: potency is read from the fitted curve at half-maximal effect; nearly all actives have a fitted effect of over 55% in size
Target sequence (P14618 whole entry, looked up): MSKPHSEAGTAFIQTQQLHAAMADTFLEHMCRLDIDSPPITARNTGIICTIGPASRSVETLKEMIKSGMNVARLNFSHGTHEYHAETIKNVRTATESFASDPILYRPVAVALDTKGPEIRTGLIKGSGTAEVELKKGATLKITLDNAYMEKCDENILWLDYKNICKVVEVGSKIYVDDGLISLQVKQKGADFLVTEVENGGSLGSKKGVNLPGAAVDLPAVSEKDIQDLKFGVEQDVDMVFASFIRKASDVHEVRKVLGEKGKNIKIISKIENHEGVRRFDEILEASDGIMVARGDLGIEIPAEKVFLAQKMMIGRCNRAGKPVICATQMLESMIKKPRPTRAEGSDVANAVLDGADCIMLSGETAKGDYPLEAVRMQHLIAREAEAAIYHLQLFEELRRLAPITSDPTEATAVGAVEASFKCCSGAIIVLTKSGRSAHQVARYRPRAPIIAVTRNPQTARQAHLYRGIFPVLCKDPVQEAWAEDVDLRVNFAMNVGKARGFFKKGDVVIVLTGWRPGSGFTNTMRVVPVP
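Purified hPK-M2 (>95% pure) converted ADP (0.1 mM final) to ATP with 0.5 mM PEP in 50 mM imidazole pH7.2, KCl, MgCl2, Tween 20, BSA; 1 h at room temperature. ATP detected by Kinase-Glo luminescence.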
Giardia kill: Giardia lamblia killing | Giardia lamblia trophozoite viability | activity change, % at 7.66 µM, hits read low | hit rate 0.15% among 340,000; in the data active = activity change below about -80%; inconclusive = between about -30% and that limit;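 also: parasites exposed to compound for two days anaerobically before the ATP read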
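Trophozoite viability was measured as ATP-dependent luminescence, read 15-30 min after reagent addition. Before that, parasites at 100 cells/well were exposed to compounds for 48 h, anaerobically, at 37 deg C.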
GALK inh: galactokinase (human) inhibition; P51570; Purified GALK, Kinase-Glo residual ATP luminescence; Potency, µM (top dose mostly 57.5 µM), for the others: at the highest dose activity change, negative = inhibition, most hits filed as inhibitors; hit rate 0.007% among 270,000; AID 1868; also: potency is read from the fitted curve at half-maximal effect
Target sequence (P51570 whole entry, looked up): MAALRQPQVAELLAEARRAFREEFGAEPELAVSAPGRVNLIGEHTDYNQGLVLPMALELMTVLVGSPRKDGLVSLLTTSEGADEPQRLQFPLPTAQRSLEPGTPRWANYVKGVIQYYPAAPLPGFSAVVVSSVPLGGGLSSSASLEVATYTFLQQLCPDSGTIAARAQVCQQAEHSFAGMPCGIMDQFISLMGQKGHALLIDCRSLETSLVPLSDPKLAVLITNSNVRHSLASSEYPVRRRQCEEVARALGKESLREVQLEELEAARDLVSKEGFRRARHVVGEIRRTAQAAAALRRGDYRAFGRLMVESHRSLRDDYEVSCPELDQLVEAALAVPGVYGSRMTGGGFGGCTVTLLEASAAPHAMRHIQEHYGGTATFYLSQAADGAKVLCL
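Quantitative HTS: GALK 5 nM, ATP 35 uM, galactose 100 uM, 1 h room temperature, then luciferase-based ATP detection.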
USP2a inh: USP2a (human) protease inhibition. O75604. USP2 core, Ub-CHOP2 coupled fluorogenic reporter, 485/531. Potency, µM (titrated, usually from 38.3 µM), for the others: at the top dose activity change, negative = inhibition, actives largely listed as inhibitors. hit rate 0.01% among 330,000. AID 463254;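 also: potency is read from the fitted curve at half-maximal effect; plate controls were DMSO wells for no effect and full inhibition by NEM control for full effect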
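USP2 core (10nM final) preincubated 30min RT with compound in 20mM Tris-HCl pH 8.0, 2mM CaCl2, 2mM beta-mercaptoethanol, 0.05% CHAPS; 25nM Ub-CHOP2 plus 25nM reporter substrate added, fluorescence (Ex485/Em531) read after 60min.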
* hit, by the source's call; [ ] = remark or other dose. Unless noted, calls follow the shape of the dose curve; as a rule, active = well fitted curve in the direction sought with a large enough effect; inconclusive = small, poorly fitted or top-dose-only effect, or another doubt; inactive = no such curve, though single readings can be large; an effect the other way counts as inactive or inconclusive. Unless noted, % is scaled to controls: 0 for no effect and ±100 for the full control effect. Compounds were not picked by outcome; 2.4% or so of the library scored in one or more.

What do the screens show for `O=C(COC(=O)c1cc(Br)ccc1Cl)NC1CCCC1`?
KCNH2 3.1 inh: -10; FBPA coupling cs: 0; Eya2 inh: 10%; hERG WT inh: -16; uPA surface inh: 0%; B2AR arrestin: 0.3%; BCR signal inh: -1%; PKM2 activator: 0%; Giardia kill: -2; GALK inh: 11%; USP2a inh: 5%

How did CCOc1ccccc1NC(=O)/C(C#N)=C/c1c(C)nn(-c2ccc(F)cc2)c1Cl do in these assays?
KCNH2 3.1 inh: 15; FBPA coupling cs: 4; Eya2 inh: 7%; hERG WT inh: 2; uPA surface inh: 9%; B2AR arrestin: 0.1%; BCR signal inh: -3%; PKM2 activator: 1%; Giardia kill: -7; GALK inh: 2%; USP2a inh: 2%

What do the screens show for `CCC(C)[C@H](NC(=O)NCc1ccco1)C(=O)O` (some centres not stated)?
KCNH2 3.1 inh: 1; FBPA coupling cs: 5; Eya2 inh: -5%; hERG WT inh: 4; B2AR arrestin: -0.1%; BCR signal inh: -2%; PKM2 activator: 0%; Giardia kill: 1; GALK inh: 2%; USP2a inh: 2%

What do the screens show for `CCCCN(CCCC)CCNC(=O)CN1C(=O)COc2ccc(S(=O)(=O)N3CCC(C)CC3)cc21`?
KCNH2 3.1 inh: -18; Eya2 inh: -9%; hERG WT inh: 7; uPA surface inh: -7%; B2AR arrestin: -0.8%; BCR signal inh: -5%; Giardia kill: 10; GALK inh: -3%; USP2a inh: -1%

Results for COc1ccc2c(-c3cccnc3)cc(=O)[nH]c2c1 ?
KCNH2 3.1 inh: -7; FBPA coupling cs: 0; Eya2 inh: 2%; hERG WT inh: -5; uPA surface inh: 1%; B2AR arrestin: -0.7%; BCR signal inh: inconclusive; PKM2 activator: -11%; Giardia kill: -17; GALK inh: -2%; USP2a inh: 0%

How did COc1ccc(OC)c(C2C(C#N)=C(N)Oc3cc(C)[nH]c(=O)c32)c1 (configuration not stated) do in these assays?
KCNH2 3.1 inh: -7; FBPA coupling cs: -1; Eya2 inh: -8%; hERG WT inh: 4; uPA surface inh: 0%; B2AR arrestin: -0.2%; BCR signal inh: -1%; PKM2 activator: -3%; Giardia kill: 16; GALK inh: -2%; USP2a inh: 0%

How did COc1ccc(C2(C)NC(=O)N(CC(=O)Nc3ccc4c(c3)OCO4)C2=O)cc1OC (configuration not stated) do in these assays?
KCNH2 3.1 inh: 3; FBPA coupling cs: 2; Eya2 inh: -8%; hERG WT inh: -1; uPA surface inh: -2%; B2AR arrestin: 0.0%; BCR signal inh: inconclusive; PKM2 activator: 0%; Giardia kill: -3; GALK inh: 1%; USP2a inh: 2%

How did O=C(c1ccc(S(=O)(=O)N2CCCCCC2)cc1)N(c1ccccn1)C1CCCCC1 do in these assays?
KCNH2 3.1 inh: -2; FBPA coupling cs: -2; Eya2 inh: 16%; hERG WT inh: -1; uPA surface inh: 8%; B2AR arrestin: -0.2%; BCR signal inh: 0%; PKM2 activator: -1%; Giardia kill: -1; GALK inh: -3%; USP2a inh: -2%

What do the screens show for `CCC(C)(C)n1nnnc1C(c1cccnc1)N1CCN(c2cccc(C(F)(F)F)c2)CC1` (configuration not stated)?
KCNH2 3.1 inh: -22; FBPA coupling cs: 0; Eya2 inh: -9%; hERG WT inh: -1; uPA surface inh: -2%; B2AR arrestin: -0.8%; BCR signal inh: 7%; PKM2 activator: 8%; Giardia kill: 0; GALK inh: -6%; USP2a inh: 0%

How did O=C(CNC(=S)NC(=O)c1ccco1)c1ccccc1 do in these assays?
KCNH2 3.1 inh: -2; FBPA coupling cs: 1; Eya2 inh: -8%; hERG WT inh: 3; uPA surface inh: -3%; B2AR arrestin: 0.2%; BCR signal inh: inconclusive; PKM2 activator: 1%; Giardia kill: 5; GALK inh: -1%; USP2a inh: 1%

How did COc1cc2c(cc1NC(=O)Cc1ccc(C)cc1)oc1ccccc12 do in these assays?
KCNH2 3.1 inh: -19; FBPA coupling cs: -3; Eya2 inh: -5%; hERG WT inh: 5; uPA surface inh: 20%; B2AR arrestin: -0.2%; BCR signal inh: 5%; PKM2 activator: -2%; Giardia kill: -6; USP2a inh: 2%

What do the screens show for `COc1ccc(OC)c(NC(=O)CSc2nc3ccccc3c(=O)n2CC2CCCO2)c1` (configuration not stated)?
KCNH2 3.1 inh: 2; FBPA coupling cs: 2; Eya2 inh: -5%; hERG WT inh: 6; uPA surface inh: -9%; B2AR arrestin: 0.1%; BCR signal inh: inconclusive; Giardia kill: -22; GALK inh: 1%; USP2a inh: -2%

Results for Cc1ccc2[nH]c3c(c2c1)CCC3=O ?
KCNH2 3.1 inh: -1; FBPA coupling cs: 13; Eya2 inh: 7%; hERG WT inh: 1; uPA surface inh: -3%; B2AR arrestin: 0.3%; BCR signal inh: inconclusive; PKM2 activator: 1%; Giardia kill: -9; GALK inh: 0%; USP2a inh: 3%

Results for Cc1ccc(C(=O)N(CC(=O)NC2CCCCC2)c2ccccc2F)s1 ?
KCNH2 3.1 inh: -13; FBPA coupling cs: 1; Eya2 inh: 0%; hERG WT inh: -15; B2AR arrestin: -0.6%; BCR signal inh: 1%; PKM2 activator: 0%; Giardia kill: -1; GALK inh: -1%; USP2a inh: -1%

How did COc1cc2c(cc1NC(=O)CCC(=O)O)oc1ccccc12 do in these assays?
KCNH2 3.1 inh: -6; FBPA coupling cs: 1; Eya2 inh: 15%; hERG WT inh: -7; uPA surface inh: -2%; B2AR arrestin: -0.5%; BCR signal inh: inconclusive; PKM2 activator: 0%; Giardia kill: 18; GALK inh: 2%; USP2a inh: 1%

What do the screens show for `O=C(NCc1ccc2c(c1)OCO2)C1CC(c2ccc(Cl)cc2)=NO1` (configuration not stated)?
KCNH2 3.1 inh: 11; FBPA coupling cs: -1; Eya2 inh: -7%; hERG WT inh: -5; uPA surface inh: -5%; B2AR arrestin: -0.4%; BCR signal inh: -2%; PKM2 activator: -2%; Giardia kill: -13; GALK inh: 3%; USP2a inh: 0%

What do the screens show for `O=C(Nc1ccc(NC(=O)c2ccc(Cl)cc2Cl)cc1)c1cccs1`?
KCNH2 3.1 inh: -1; FBPA coupling cs: 3; Eya2 inh: 3%; hERG WT inh: 4; uPA surface inh: 5%; B2AR arrestin: -0.2%; BCR signal inh: 10%; PKM2 activator: 1%; Giardia kill: -27; GALK inh: -1%; USP2a inh: 2%

How did CC12COC3(C(=O)Nc4ccc([N+](=O)[O-])cc4)CC1CCC32C (configuration not stated) do in these assays?
KCNH2 3.1 inh: -10; FBPA coupling cs: 8; Eya2 inh: 0%; hERG WT inh: 5; uPA surface inh: -5%; B2AR arrestin: -0.2%; BCR signal inh: -12%; PKM2 activator: 10%; Giardia kill: -3; GALK inh: -1%; USP2a inh: 0%

Results for COC(=O)c1c(N)n(-c2ccc(NC(C)=O)cc2)c2nc3ccccc3nc12 ?
KCNH2 3.1 inh: 3; FBPA coupling cs: -30*; Eya2 inh: -5%; hERG WT inh: 4; uPA surface inh: -6%; B2AR arrestin: -0.2%; BCR signal inh: inconclusive; PKM2 activator: 2%; Giardia kill: 33[activator]; GALK inh: 1%; USP2a inh: -3%

What do the screens show for `C=C1C(C(=O)Nc2ccc(OCC)cc2)C1C(=O)Nc1ccc(OCC)cc1` (configuration not stated)?
FBPA coupling cs: 0; Eya2 inh: -3%; hERG WT inh: -25; uPA surface inh: 1%; B2AR arrestin: 0.0%; BCR signal inh: 1%; PKM2 activator: 2%; Giardia kill: 0; GALK inh: 1%; USP2a inh: 2%

How did CCNC(=O)CCn1nc(-c2ccc(Cl)cc2)c2ccccc2c1=O do in these assays?
KCNH2 3.1 inh: -11; FBPA coupling cs: 7; Eya2 inh: 13%; hERG WT inh: 9; uPA surface inh: 1%; B2AR arrestin: 2.7%; BCR signal inh: inconclusive; PKM2 activator: 0%; Giardia kill: 6; GALK inh: 1%; USP2a inh: 5%

Results for COc1cc(C(=O)OCC(=O)NC2CC2)ccc1OCCC(C)C ?
KCNH2 3.1 inh: -5; Eya2 inh: inconclusive; hERG WT inh: -12; uPA surface inh: 13%; B2AR arrestin: 0.4%; BCR signal inh: -1%; Giardia kill: 2; USP2a inh: 1%

Random excerpt: two compounds from above, in no set order.
How did O=C(CNC(=S)NC(=O)c1ccco1)c1ccccc1 do in these assays?
KCNH2 3.1 inh: -2; FBPA coupling cs: 1; Eya2 inh: -8%; hERG WT inh: 3; uPA surface inh: -3%; B2AR arrestin: 0.2%; BCR signal inh: inconclusive; PKM2 activator: 1%; Giardia kill: 5; GALK inh: -1%; USP2a inh: 1%

What do the screens show for `O=C(NCc1ccc2c(c1)OCO2)C1CC(c2ccc(Cl)cc2)=NO1` (configuration not stated)?
KCNH2 3.1 inh: 11; FBPA coupling cs: -1; Eya2 inh: -7%; hERG WT inh: -5; uPA surface inh: -5%; B2AR arrestin: -0.4%; BCR signal inh: -2%; PKM2 activator: -2%; Giardia kill: -13; GALK inh: 3%; USP2a inh: 0%
